Screens deposited in PubChem BioAssay by Broad Institute.
SIRT5 inh = sirtuin-5 (human) deacylase inhibition. Purified SirT5, succinyl-peptide AMC, trypsin-coupled fluorescence. Q9NXA8. inhibition, % at 15 µM. hit rate 1.1% among 330,000; in the data active = inhibition above about 15%; inconclusive = no clear call, values can overlap the other calls
Target sequence (Q9NXA8 whole entry, looked up): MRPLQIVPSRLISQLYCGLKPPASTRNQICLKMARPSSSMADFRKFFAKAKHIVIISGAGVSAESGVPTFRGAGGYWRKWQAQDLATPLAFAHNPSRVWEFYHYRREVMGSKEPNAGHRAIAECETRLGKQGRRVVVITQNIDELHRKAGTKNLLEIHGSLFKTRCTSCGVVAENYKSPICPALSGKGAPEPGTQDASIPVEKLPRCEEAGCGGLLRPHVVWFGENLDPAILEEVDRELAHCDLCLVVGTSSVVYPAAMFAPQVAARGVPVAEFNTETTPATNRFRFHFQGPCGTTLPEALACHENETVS
DENV2 CPE rescue = protects cells from dengue virus 2 cytopathic effect; CPE inhibition, % at 9.99 µM; AID 651640; hit rate 1.7% among 350,000; DENV2-infected cells, cytopathic effect rescue, plate reader; in the data active = CPE inhibition above about 20%, passing the limit was not always enough; inconclusive = no clear call, values can overlap the other calls; tested in BHK-21 cells;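 also: 0% = median of neutral control wells and 100% = median of positive control wells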
LGR2 antag = blocks bursicon-induced cAMP signaling via Drosophila LGR2 | AID 720647 | hit rate 0.35% among 380,000 | HEK293 LGR2, CRE-luciferase, bursicon-stimulated, 4 h | inhibition, % at 9.99 µM;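 active = drop in luminescence signal, shown as inhibition above about 50% in the replicate tests, limit read from the data, passing the limit was not always enough; inconclusive = probably only some replicates passing the limit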;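 also: agonist challenge used bursicon conditioned medium at about half maximal strength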
Casp6 inh = inhibitors of human caspase-6; P55212; purified caspase-6, Z-VEID-R110 cleavage fluorescence; inhibition, % at 12.5 µM; hit rate 0.53% among 350,000; AID 686996;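 active = mean inhibition across replicates at least about 35%, with every replicate also reaching that limit, limit read from the data; inconclusive = only one of the two criteria met; inactive = neither criterion met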;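 also: 0% = median of neutral control wells and 100% = no fluorescence left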
Target sequence (P55212 24-179 limits assumed): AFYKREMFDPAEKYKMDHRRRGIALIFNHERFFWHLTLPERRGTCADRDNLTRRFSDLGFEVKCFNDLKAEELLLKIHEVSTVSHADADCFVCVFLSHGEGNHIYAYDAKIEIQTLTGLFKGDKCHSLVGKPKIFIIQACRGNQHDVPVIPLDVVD
Target sequence (P55212 194-293 limits assumed): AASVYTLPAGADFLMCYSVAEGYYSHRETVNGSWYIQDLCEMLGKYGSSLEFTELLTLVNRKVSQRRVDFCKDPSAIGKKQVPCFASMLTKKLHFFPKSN
EWS-Fli inh = EWS/Fli transcriptional activity inhibition; inhibition, % at 12.6 µM; A673 NR0B1-luciferase reporter, viability-normalised; AID 651661; hit rate 0.67% among 350,000;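 active = mean inhibition of at least 50% after viability correction, with every replicate also passing that limit; inconclusive = mean reaches 50% but only one of two replicates passes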;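 also: firefly luciferase signal divided by Alamar Blue viability fluorescence both relative to DMSO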
PAX8 inh HTS = PAX8 transcriptional activity inhibition; RMG-I TPO-luciferase reporter, SteadyGlo, 24 h; inhibition, % at 12.6 µM; hit rate 1.2% among 360,000; AID 652154;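 active = mean replicate inhibition at least 60% with every replicate also reaching 60%; inconclusive = only one of the two criteria is met; inactive = mean below 60% and not all replicates reaching 60%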;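 also: luciferase light reporting Pax8 driven TPO promoter activity; plate controls were median of neutral control wells for no effect and mitoxantrone controls for full effect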
ARNT-TACC3 inh = disruptors of human ARNT/TACC3 interaction | AID 623870 | hit rate 0.66% among 390,000 | inhibition, % at 9.99 µM | AlphaScreen His-ARNT PAS-B/GST-TACC3 binding, luminescence; TACC3 fragment carries E629A point mutation;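 active = mean inhibition of replicates at least 50% and at least half of replicates each reaching 50%; inconclusive = half or more replicates reach 50% but mean below 50%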;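 also: 0% = complete ARNT plus TACC3 wells and 100% = ARNT alone without TACC3; many hits fall short of the cut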
An asterisk follows results filed as active; ? = inconclusive; · = not tested or not shown; & = joins results of further samples.

SMILES,SIRT5 inh,DENV2 CPE rescue,LGR2 antag,Casp6 inh,EWS-Fli inh,PAX8 inh HTS,ARNT-TACC3 inh
CN1CCN(/N=C/c2ccc(N(C)c3ccccc3)cc2)CC1,4,8,3,2,-4,-8,-2
C[C@@H]1CCCCO[C@@H](CN(C)Cc2ccc(C(F)(F)F)cc2)[C@@H](C)CN([C@H](C)CO)C(=O)c2cc(NC(=O)c3ccccc3)ccc2O1,5,25*,25,2,4,14,-8
Cc1ccc(C(=O)NCCc2n[nH]c(=S)n2C)cc1,·,7,-6,6,-17,-37,·
C[C@H](CO)N1C[C@H](C)[C@@H](CN(C)CC2CCCCC2)Oc2ccc(NC(=O)NC3CCCCC3)cc2C1=O,1,-17,·,1,9,-1,5
O=C(N[C@H]1CC[C@@H](CCNS(=O)(=O)c2ccc(Cl)cc2)O[C@@H]1CO)c1ccccn1,-2,53*,-10,-2,-3,-4,0
CN(C)CC(=O)Nc1ccc2c(c1)[C@@H]1C[C@H](CC(=O)NCc3ccccc3)O[C@H](CO)[C@@H]1O2,-3,-6,13,-2,6,0,-11
Cc1ccnc(NC(=S)NC(=O)/C=C/c2ccc(Cl)cc2)c1,·,·,-25,·,·,-37,-8
CCC(CC)NC(=O)COC(=O)c1cc(SC)ccc1Cl,-4,·,-8,9,2,14,·
COc1ccc(CN2CCN(C3CCSCC3)CC2CCO)c(C)c1C (centres undefined),-1,-3,10,-1,6,11,1
Cc1ccccc1OCC(=O)N/N=C1\SCC(=O)N1Cc1ccccc1,·,·,-18,·,·,-4,-7
Cc1ccc(NC(=O)C2CCCN(S(=O)(=O)c3cccnc3)C2)cc1C (centres undefined),18*,4,5,2,·,4,-4
O=C(c1ccc(Cl)cc1)c1oc2ccccc2c1CS(=O)(=O)c1ccccc1,-1,-6,-9,-2,-3,·,3
CC[C@@]1(O)C(=O)OCc2c1cc1n(c2=O)Cc2cc3c(N)cccc3nc2-1,3,-8,·,-1,?,99*,-5
CN(C)S(=O)(=O)c1ccc(N2CCCC2)c(C(=O)NNC(=O)COc2cccc(F)c2)c1,0,1,-12,-1,0,-10,·
COc1cc(OC)cc(C(=O)NCC(=O)OCC(=O)NCc2ccco2)c1,·,-6,-3,6,16,14,-2
CC(C)NC(=O)Nc1cccc2c1O[C@@H](CN(C)Cc1ccc3c(c1)OCO3)[C@H](C)CN([C@@H](C)CO)C2=O,1,-5,-3,1,11,·,·
C[C@@H]1CN([C@@H](C)CO)C(=O)c2c(c3ccccc3n2C)-c2ccccc2CO[C@H]1CN(C)S(=O)(=O)c1cccc(F)c1,6,12,10,-3,1,87*,6
CCOc1ccc(OCCC(=O)OCC(=O)Nc2cc(C)nn2-c2ccccc2)cc1,-1,-4,-1,2,-2,-12,-4
COCC(=O)N(C)C[C@H]1Oc2cc(C#Cc3ccccc3)ccc2S(=O)(=O)N([C@H](C)CO)C[C@@H]1C,2,6,-10,3,-6,·,3
COc1cccc(-c2ccc(C3[C@@H]4CN(Cc5ccccn5)C[C@H]3N4)cc2)c1 (some centres undefined),·,-25&12,-22&-15,·,-1&-15,-37&-48,·
CC(C)C(=O)Nc1cccc(N2CCN(CCCN3C(=O)C4CCCCN4C3=O)CC2)c1 (centres undefined),0,-1,-14,-5,8,13,0
COc1ccc(CN(C)C[C@@H]2Oc3c(NC(=O)Nc4ccc5c(c4)OCO5)cccc3C(=O)N([C@H](C)CO)C[C@H]2C)cc1,9,0,-23,-1,-11,-96,12
CCOc1ccc(-c2csc(/C(C#N)=C\c3ccc(O)c([N+](=O)[O-])c3)n2)cc1,·,·,10,·,·,20,-3
COc1ccc(NC(=O)Nc2ccc3c(c2)C(=O)N([C@@H](C)CO)C[C@@H](C)[C@H](CN(C)S(=O)(=O)c2ccc(OC)cc2)OCCCC[C@@H](C)O3)cc1,·,-14,9,·,-6,-3,-14
COC(=O)[C@@]12CCCCN1[C@H](c1ccc(-c3ccc(F)cc3)cc1)[C@@H]1C(=O)N(C)C(=O)[C@@H]12,·,-13,2,3,-10,19,-2
CCOc1cc(/C=N/O)ccc1OCc1ccc(C)cc1,0,0,-87,4,-56,-70,1
COc1cc(NC(=O)CSCc2ccc(Cl)cc2)c(C(=O)O)cc1OC,-3,-4,-7,-6,-3,2,-2
S=C1NC2(CCCC2)Nc2ccccc21,-6,2,-6,3,11,19,-9
Cc1ccc(S(=O)(=O)NCc2nnnn2-c2ccc(F)cc2)cc1,0,-2,-20,2,4,-7,·
Cc1ccc(/C=N/NC(=O)CSc2nc3ccccc3s2)o1,·,3,·,1,-15,34,-2
C[C@@H]1CN([C@@H](C)CO)C(=O)c2cc(-c3ccc(F)cc3)cnc2O[C@H]1CN(C)S(C)(=O)=O,-5,-4,-15,4,6,·,0
CS(=O)(=O)CCSc1ncccc1C(=O)NCc1cccs1,-4,2,2,2,14,3,·
CC1=CS(=O)(=O)CC1SC(=S)N(C)C1CCS(=O)(=O)C1 (centres undefined),·,6,-3,2,-6,-8,-2
CC(=O)N1CCCc2cc(S(=O)(=O)NC(C(=O)NC3CCCCC3)C(C)C)ccc21 (centres undefined),-6,0,0,-1,-5,5,-123
Cc1ccc(S(=O)(=O)Nc2cccc3c2O[C@H](CN(C)C(=O)Nc2ccccc2)[C@H](C)CN([C@H](C)CO)C3=O)cc1,-2,4,18,0,-9,15,-3
CC1CN(C(c2ccco2)c2sc3ncnn3c2O)CC(C)O1 (centres undefined),6,1,-8,-1,5,0,-1
CCOc1ccc(OCc2ccc(C(=O)N3N=C(C(F)F)CC3(O)C(F)F)o2)cc1 (centres undefined),-1,8,-8,-3,-11,·,-5
Cn1c(=O)c(Cc2ccccc2)c(O)c2ccccc21,-5,6,-6,1,-1,·,-4
C[C@@H]1CN([C@@H](C)CO)C(=O)c2cccc(NC(=O)NC3CCCCC3)c2O[C@@H]1CN(C)S(=O)(=O)c1cn(C)cn1,-2,2,-17,0,-2,·,5
O=NN(CCc1ccncc1)c1ccc(OCc2ccccc2)cc1,-3,-1,-1,-3,17,-5,0

Sorted by formula weight (smallest number first): three of the compounds above.
SMILES,SIRT5 inh,DENV2 CPE rescue,LGR2 antag,Casp6 inh,EWS-Fli inh,PAX8 inh HTS,ARNT-TACC3 inh
Cc1ccc(/C=N/NC(=O)CSc2nc3ccccc3s2)o1,·,3,·,1,-15,34,-2
CCOc1ccc(OCc2ccc(C(=O)N3N=C(C(F)F)CC3(O)C(F)F)o2)cc1 (centres undefined),-1,8,-8,-3,-11,·,-5
Cc1ccc(S(=O)(=O)Nc2cccc3c2O[C@H](CN(C)C(=O)Nc2ccccc2)[C@H](C)CN([C@H](C)CO)C3=O)cc1,-2,4,18,0,-9,15,-3

Remaining list, next part
SMILES,SIRT5 inh,DENV2 CPE rescue,LGR2 antag,Casp6 inh,EWS-Fli inh,PAX8 inh HTS,ARNT-TACC3 inh
COc1ccc(N2CCN(c3ccc(N4C(=O)COCC4=O)cc3[N+](=O)[O-])CC2)cc1,·,·,-4,·,·,20,40
C=CCOC(=O)C1=C[C@@H](C2CCCCC2)C[C@@H](OCc2ccc(CO)cc2)O1,0,48*,·,4,-1,7,-1
O=C(N/N=C/c1cccc(OC(=O)c2cccc(Br)c2)c1)c1ccncc1,0,1,-1,-4,-3,16,-2
CCNC(=S)NC1CC2CCCC(C1)N2CCc1ccccc1 (centres undefined),2,13,10,-16,-1,-16,0
C[C@@H]1CN([C@@H](C)CO)C(=O)c2cc(Br)cnc2O[C@@H]1CN(C)C(=O)NC1CCCC1,-2,3,10,0,-5,·,-3
C[C@H](c1ccccc1)N1C[C@H](COCc2ccccc2)Oc2cc(N3CCC[C@@H]3CO)ccc2S1(=O)=O,11,9,5,0,11,9,·
COc1ccc(NC(=S)Nc2ccc(C)c(Cl)c2)cc1OC,·,2,-8,-2,-1,-7,8
COCc1ccc(CN2CCC(n3nccc3NC(=O)CCCc3ccccc3)CC2)o1,-2,7,-10,-2,·,1,3
CC1(C(=O)Nc2ccc(F)c(Cl)c2)Cc2c(-c3cccc(C(N)=O)c3)ccnc2O1 (centres undefined),-1,-11,8,8,-55,14,·
CC1CC(C)(C)NC(=S)N1CCCC(=O)Nc1ccc(F)c(F)c1 (centres undefined),0,-5,19,-7,18,17,0
CCCNC(=O)c1ccc2c(=O)c(O)c(C)[nH]c2c1,·,·,2,-3,4,7,5
Cc1noc(C)c1S(=O)(=O)N(C)C[C@@H]1Oc2ccc(NS(=O)(=O)c3cccs3)cc2C(=O)N([C@H](C)CO)C[C@@H]1C,-5,11,11,6,8,·,2
COc1cc2nc(CN3CCC(Cc4ccccc4)CC3)[nH]c(=O)c2cc1OC,0,2,-2,-1,0,-7,1
CCN(Cc1cccs1)C(=O)CN1CCN(S(=O)(=O)c2ccc3c(c2)OCCCO3)CC1,-2,-1,3,-1,0,25,-1
Nc1nc(Cl)cc(Oc2ccc([N+](=O)[O-])cc2)n1,3,15,-7,1,-18,-13,-16
CCOC(=O)N1CCC(NC(=O)C2=CCN(S(=O)(=O)c3ccc(F)cc3)CC2)CC1,-3,-3,-5,3,9,14,-6
Cc1nc2ccccc2c(=O)n1/N=C/c1ccc(C(C)C)cc1,-1,7,-10,-2,-41,-8,1
COc1ccc(-c2csc3ncnc(N4CCN(CCO)CC4)c23)cc1,-3,-3,6,1,2,-6,·
CCCC(=O)Nc1ccc2c(c1)C(=O)N(C)C[C@@H](OC)[C@@H](C)CN(Cc1cccc(F)c1)[C@H](C)CO2,7,-3,8,0,3,·,4
COc1ccc(OC)c(C(C)NC(=O)Nc2ccccc2)c1 (centres undefined),-6,-5,5,0,2,-9,-2
CN(C)NC(=S)NC(=O)C12CC3CC(CC(C3)C1)C2,-2,7,-9,-2,10,-5,1
COc1cccc(NC(=O)c2cc(CN3C(=O)c4ccccc4C3=O)ccc2OC)c1,0,?,·,1,1,4,-4
CCOC(=O)CCCCCCCCC(=O)Nc1ccc(-n2[nH]c(=O)cc2C)cc1,-4,-4,-15,-1,-5,-24,-5

Record cards, from the list above. Order of screens: SIRT5 inh | DENV2 CPE rescue | LGR2 antag | Casp6 inh | EWS-Fli inh | PAX8 inh HTS | ARNT-TACC3 inh
COc1ccc(N2CCN(c3ccc(N4C(=O)COCC4=O)cc3[N+](=O)[O-])CC2)cc1 is entered as · | · | -4 | · | · | 20 | 40
C[C@@H]1CN([C@@H](C)CO)C(=O)c2cc(Br)cnc2O[C@@H]1CN(C)C(=O)NC1CCCC1 is entered as -2 | 3 | 10 | 0 | -5 | · | -3
CC1CC(C)(C)NC(=S)N1CCCC(=O)Nc1ccc(F)c(F)c1 (centres undefined) is entered as 0 | -5 | 19 | -7 | 18 | 17 | 0
CCCNC(=O)c1ccc2c(=O)c(O)c(C)[nH]c2c1 is entered as · | · | 2 | -3 | 4 | 7 | 5
Cc1nc2ccccc2c(=O)n1/N=C/c1ccc(C(C)C)cc1 is entered as -1 | 7 | -10 | -2 | -41 | -8 | 1
